# Bioassay records: PubChem BioAssay, several laboratories
# RGS4 pot = potentiators or activators of RGS4; HEK293 M3R/inducible RGS4, carbachol calcium flux Fluo4; hits give low values; B-score at 10 µM; actives 0.92% (n = 310,000); AID 463111;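 active means B-score of the integrated calcium signal more than 4 SD below the library mean, with starting fluorescence not abnormally high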;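 further: negative B-score means reduced calcium response which marks RGS4 activation or potentiation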
#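 System – HEK293 FlpIn-TREx cells, stable M3R, doxycycline-inducible RGS4 · Reagent – ECmax carbachol challenge · Times – compound preincubation 20 min at room temperature before agonist · Technique – Fluo4 fluorescence kinetic imaging of calcium · Measure – B score of integrated Fluo4 ratio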
# KCNK3 inh = human KCNK3 channel inhibition, primary screen. O14649. CHO-KCNK3 thallium flux, FluxOR fluorescence; hits give low values. B-score at 10 µM. actives 0.84% (n = 340,000). AID 602410;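 active means B-score under library mean minus 4 SD, starting fluorescence ratio at most library mean plus 5 SD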;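 further: more negative B-score means stronger inhibition of thallium flux through KCNK3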
# ANO1 activ = activates or potentiates the mouse TMEM16A chloride channel; Q8BHY3; B-score at 10 µM; AID 623877; HEK293 TMEM16A/YFP-H148Q/I152L, iodide quench fluorescence; hits give low values; actives 0.3% (n = 340,000);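 active means fluorescence-ratio B-score plate-corrected deviation score at least 3 library SD below zero, with starting fluorescence score within 5 deviations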;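 further: channel opened by trigger with iodide after compound preincubation; score built on the fluorescence ratio of max minus min over baseline; more negative score means more quench and so TMEM16A activation or potentiation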
# hERG protect = hERG (human) protection from proarrhythmic block | CHO-hERG, FluxOR thallium flux, dofetilide IC70 present | activation (rescue from dofetilide block), less the hit threshold, % at 10 µM | AID 1511 | actives 0.51% (n = 310,000);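 active means activation above the mean of controls blocked by dofetilide plus 5 SD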;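 further: thallium influx through hERG after potassium depolarization seen as dye fluorescence rise; in these data hits start at about 4.7%; inactives centre near -7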
# SKKanGAS inh = SKKanGAS growth inhibition; S. pyogenes SKKanGAS, kanamycin growth, BacTiter-Glo, 6 h; inhibition, % at 7.5 µM; actives 1.3% (n = 300,000); AID 1662;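 active means mean replicate score, as percent of positive control median, at least 50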;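 further: strain carries kanamycin resistance gene driven by streptokinase promoter and grows in 40 µg/ml kanamycin; loss of luminescence reflects streptokinase promoter inhibition or plain growth inhibition; 0% = median of DMSO wells and 100% = positive control at its reference dose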
# RGS4 inh = inhibitors of human RGS4. HEK293 M3R/RGS4 inducible, Fluo-4 calcium flux; hits give high values; triggered by carbachol at its EC20. B-score at 10 µM. actives 0.45% (n = 310,000);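 active means B-score, a plate-corrected calcium signal, over three deviations above library mean, with baseline fluorescence within five deviations of library mean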;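 further: RGS4 expression induced by doxycycline in cells with stable M3 receptor; B-score is computed from the integrated fluorescence ratio over baseline after carbachol; higher B-score means a larger calcium signal and so more RGS4 inhibition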
# Target sequence (P49798 whole entry, looked up): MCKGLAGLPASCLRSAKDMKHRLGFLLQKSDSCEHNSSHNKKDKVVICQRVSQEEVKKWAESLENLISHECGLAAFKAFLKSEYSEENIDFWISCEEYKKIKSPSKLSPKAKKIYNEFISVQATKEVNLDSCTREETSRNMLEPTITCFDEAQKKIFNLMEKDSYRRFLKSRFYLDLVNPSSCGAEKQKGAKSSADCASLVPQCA
# TMEM16A inh = inhibitors of mouse TMEM16A calcium-activated chloride channel | HEK293 TMEM16A/YFP iodide influx fluorescence, ionomycin | normalized B-score (activity score, 25-100; higher = stronger inhibition) at 10 µM | actives 1.2% (n = 310,000) | AID 588511;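 active means ratio plate-corrected score three or more library SD toward inhibition, starting fluorescence score within five deviations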;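 further: score derived from kinetic fluorescence span divided by baseline fluorescence per well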
# KCNQ1 act = potentiates or activates the human KCNQ1 potassium channel; CHO-K1 KCNQ1, thallium flux FluxOR fluorescence; hits give high values; B-score at 10 µM; actives 0.35% (n = 310,000); AID 2648;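 active means fluorescence ratio B-score, a plate-corrected score, at least three library SD, with initial intensity B-score within 5 SD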
#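 Assay system: CHO-K1 cells stably expressing KCNQ1; Medium: assay buffer with matched DMSO; Also added: K+/Tl+ depolarizing stimulus; Dosing: single dose; Timing: dye 90 min, compound 20 min, room temperature; Measured by: kinetic FluxOR thallium fluorescence, 10-s 1-Hz baseline, 110-s post-stimulus read; Read-out: peak-minus-minimum fluorescence over initial fluorescence, negative-control normalized, B-scored.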
# KCNQ1 block = inhibitors of human KCNQ1 potassium channel. CHO-K1 KCNQ1, FluxOR thallium flux fluorescence; hits give high values. B-score at 10 µM. actives 1.3% (n = 310,000). AID 2642;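 active means compounds whose thallium flux B-score, printed positive for inhibition, exceeds three library SD while starting fluorescence stays within three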;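 further: channel opened by potassium depolarization with thallium stimulus after 20 min compound exposure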
# HDAC3 inhib = human HDAC3 inhibition; O15379; recombinant HDAC3, fluorogenic peptide/trypsin coupled, fluorescence; inhibition, % at 8.3 µM; actives 0.15% (n = 320,000); AID 2718; in the data active means inhibition above about 26%, passing the limit was not always enough
# Target sequence (O15379 whole entry, looked up): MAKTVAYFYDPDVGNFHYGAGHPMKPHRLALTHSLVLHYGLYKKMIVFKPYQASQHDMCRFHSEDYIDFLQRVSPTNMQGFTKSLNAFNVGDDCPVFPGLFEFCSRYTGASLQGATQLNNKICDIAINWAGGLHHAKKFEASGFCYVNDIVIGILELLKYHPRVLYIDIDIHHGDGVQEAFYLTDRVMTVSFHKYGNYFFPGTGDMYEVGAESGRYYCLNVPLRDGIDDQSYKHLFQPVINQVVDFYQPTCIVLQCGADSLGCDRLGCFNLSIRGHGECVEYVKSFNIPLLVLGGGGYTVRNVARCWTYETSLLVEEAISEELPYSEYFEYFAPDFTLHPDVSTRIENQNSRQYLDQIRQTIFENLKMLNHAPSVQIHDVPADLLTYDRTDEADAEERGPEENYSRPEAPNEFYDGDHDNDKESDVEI
# KCNK9 inh = blocks the human KCNK9 two-pore domain potassium channel. Q9NPC2. HEK293 KCNK9, FluxOR thallium flux fluorescence; hits give low values. B-score at 10 µM. actives 1.2% (n = 310,000). AID 488922;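 active means ratio B-score over 3 SD below the library mean, with starting fluorescence within 5 SD of its mean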;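 further: negative B-score means less thallium flux so channel inhibition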
# Target sequence (Q9NPC2 whole entry, looked up, the tested form may be a part): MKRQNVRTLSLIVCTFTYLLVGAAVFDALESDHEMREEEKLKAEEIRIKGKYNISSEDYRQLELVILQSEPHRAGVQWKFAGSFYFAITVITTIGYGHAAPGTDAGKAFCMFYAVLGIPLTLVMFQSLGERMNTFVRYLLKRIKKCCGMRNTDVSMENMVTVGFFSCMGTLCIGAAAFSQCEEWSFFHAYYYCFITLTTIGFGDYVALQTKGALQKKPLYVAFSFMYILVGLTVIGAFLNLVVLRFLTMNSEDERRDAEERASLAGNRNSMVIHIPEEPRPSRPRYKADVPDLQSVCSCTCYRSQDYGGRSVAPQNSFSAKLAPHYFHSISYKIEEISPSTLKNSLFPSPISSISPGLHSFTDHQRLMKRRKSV
# * hit, by the source's call; i = inactive; . = no result given.
SMILES,RGS4 pot,KCNK3 inh,ANO1 activ,hERG protect,SKKanGAS inh,RGS4 inh,TMEM16A inh,KCNQ1 act,KCNQ1 block,HDAC3 inhib,KCNK9 inh
NC(=O)CC(NC(=O)Cc1ccc(Cl)cc1)c1ccc(NC2CCCC2)c([N+](=O)[O-])c1 (stereo not given),i,i,i,-7,3,i,i,i,i,-3,i
CCc1nnc(NC(=O)CCC(=O)N2CCN(C3CCCCC3)CC2)s1,i,i,i,4,5,i,i,13*,i,1,i
COc1cc(NC(=O)CSc2ncnc3sc4c(c23)CCCC4)c(C(=O)O)cc1OC,i,i,i,-10,55*,i,i,i,i,-5,i
CC1=NN(c2ccccc2)C(=O)/C1=C\c1ccc(Oc2ccc([N+](=O)[O-])cc2[N+](=O)[O-])cc1,i,i,i,0,-1,i,i,i,i,1,i
CCN1CCN(C(=O)CCCCCn2c(=O)[nH]c3cc(C(=O)OC)ccc3c2=O)CC1,i,i,i,-11,0,i,i,i,i,-4,i
COc1ccc(S(=O)(=O)N2CCOCC2)cc1Cl,i,i,i,-13,0,i,i,i,i,-1,i
C1=C(N2CCOCC2)/C(=C/c2nc3ccccc3[nH]2)CC1,i,i,i,-10,0,6*,i,i,i,0,i
CCOC(=O)N1CCC(NC(=O)c2cc(C(=O)Nc3cccc(OC)c3)ccc2CO)CC1,i,i,i,-10,0,i,i,i,i,-1,i
CC1(C)Cc2c(cnn2-c2ccc(F)cc2)C(NC(=O)CCC(F)(F)F)C1 (stereo not given),i,i,i,2,12,i,i,i,i,5,i
Cc1noc(C)c1COc1ccccc1C(=O)Nc1cccc(S(=O)(=O)N(C)C)c1,i,i,i,-9,-1,i,i,i,i,1,i
COc1cccc(CNC(=O)CCC2CCCN(Cc3cc(Cl)ccc3O)C2)c1 (stereo not given),i,i,i,-20,4,i,i,i,i,-1,i
Brc1ccccc1-c1nnc(CSc2nnnn2-c2ccccc2)o1,i,i,i,2,1,i,i,i,i,0,i
CN(C(=O)CCNC(=O)Cn1ccc2ccccc2c1=O)c1ccc(Br)cc1,i,i,i,-10,-2,i,i,i,i,-2,i
COc1ccc(CC(=O)N(CC2CCCO2)c2nc3ccccc3s2)cc1 (stereo not given),i,i,i,-4,3,i,i,i,i,6,i
CN(C)CCN(C(=O)C1CCN(S(=O)(=O)c2cccs2)CC1)c1nc2c(F)cccc2s1,i,i,i,-12,12,i,i,i,i,-3,i
C/C(N)=C(/C#N)C(=O)COC(=O)c1cccc(C)c1O,i,i,i,-12,-5,i,i,i,i,2,i
CCCCCCNC(=O)CSc1nccn1Cc1ccccc1,i,i,i,-2,-11,i,i,i,i,9,i
CCNC(=O)CCc1nc(-c2ccc(C(C)(C)C)cc2)no1,i,i,i,-8,1,i,i,i,i,-1,i
N#Cc1ccccc1COC(=O)CCCC1=NS(=O)(=O)c2ccccc2N1,i,i,i,-5,1,i,i,i,i,0,i
CCN1C(=O)[C@@H]2[C@H](C1=O)[C@@H]1C(=O)Nc3ccccc3C(=O)N1[C@@H]2c1cccc(OC)c1,i,i,i,-7,0,i,i,i,i,-4,i

# Later entries:
SMILES,RGS4 pot,KCNK3 inh,ANO1 activ,hERG protect,SKKanGAS inh,RGS4 inh,TMEM16A inh,KCNQ1 act,KCNQ1 block,HDAC3 inhib,KCNK9 inh
Cc1cc(/C=C2/C(=O)NN(c3ccccc3)C2=O)c(C)n1-c1cccc(O)c1,i,i,i,-6,13,i,i,i,i,6,i
Cc1c(NC(=O)CCSCCc2ccccn2)cccc1[N+](=O)[O-],i,i,i,-6,6,i,i,i,i,3,i
CCN(CC)S(=O)(=O)c1ccc(/C=C/C(=O)OCC(=O)Nc2cccc3ccccc23)cc1,i,i,i,-4,-2,i,i,i,i,6,i
CCOC(=O)c1sc(NC(=O)c2ccc(C)o2)nc1C,i,i,i,-11,-9,i,i,i,i,1,i
CC(=O)Nc1ccc(N/C=C/C(=O)C(C)(C)C)cc1,i,i,i,-9,-23,i,i,i,i,6,i
O=C(NNC(=O)C(O)c1ccccc1)NC1CCCCC1 (stereo not given),i,i,i,-14,4,i,i,i,i,-3,i
CCOC(=O)[C@@H]1[C@H]2COc3ccccc3[C@@H]2N2C(=O)N(c3ccc(OC)cc3)C(=O)[C@]12C,i,i,i,-9,3,i,i,i,i,9,i
CN(Cc1ccccc1NS(=O)(=O)c1ccc2ccccc2c1)C1CCCCC1,i,i,i,-7,1,i,i,i,i,1,i
Cc1nc(NCc2ccc3c(c2)OCO3)c2oc3ccccc3c2n1,i,i,i,-19,2,i,25*,i,i,16,i
COC(=O)c1ccccc1NC(=O)COc1ccc(S(=O)(=O)NC(C)C)cc1,i,i,i,-6,-9,i,i,i,i,10,i
O=C(CSc1nc2cc(Cl)ccc2s1)c1cc2ccccc2o1,i,i,i,-2,4,i,i,21*,i,2,i
Cc1ccc(NC(=O)c2onc(C)c2Cl)cc1,i,i,i,-13,-3,i,i,i,i,-3,i
CCN(CC)C(=S)Nc1ccc([N+](=O)[O-])cc1,i,i,i,-1,1,i,i,i,i,9,i
Cc1ccc(NC(=O)CCNS(=O)(=O)c2ccc3c(c2)oc(=O)n3C)cc1,i,i,i,-8,-5,i,i,i,i,4,i
Cc1cc(C)nc(NC(=O)CSc2nn(C)c(=S)s2)n1,i,i,i,-7,0,i,i,i,i,7,i
Cc1ccccc1OS(=O)(=O)c1cn(C)c(=O)n(C)c1=O,i,i,i,-12,4,i,i,i,i,-12,i
Cc1ccc(C(=O)N2CCOCC2)cc1S(=O)(=O)N1CCOCC1,i,i,i,-11,51*,i,i,i,i,6,i
CC(=O)NC1C(c2nc3ccccc3s2)=C(c2ccccc2)C(=O)N1c1ccc(C)cc1 (stereo not given),i,i,i,-16,17,i,i,i,i,6,i
Cc1ccc(OCCN(C)C(=O)c2cc(COc3ccc(F)cc3F)on2)cc1,i,i,i,-14,7,i,i,i,i,3,i
COc1ccc(/C=C2\SC(=O)N(CC(=O)Nc3cccnc3)C2=O)cc1OC,i,i,i,-5,3,i,i,i,i,7,i

# Next section.
SMILES,RGS4 pot,KCNK3 inh,ANO1 activ,hERG protect,SKKanGAS inh,RGS4 inh,TMEM16A inh,KCNQ1 act,KCNQ1 block,HDAC3 inhib,KCNK9 inh
CC(C)CCn1c(=O)c2ccccc2n2c(CN3CCOCC3)nnc12,i,i,i,-16,-1,i,i,i,i,-2,i
S=c1nc(-c2ccccc2Cl)[nH][nH]1,i,i,i,0,2,i,i,i,i,10,i
CC(=O)c1ccc([C@@H]2C[C@]34CN(Cc5cccc(C(F)(F)F)c5)S(=O)(=O)[C@H]3C[C@H]2O4)cc1,i,i,i,-4,-7,i,i,i,i,8,i
Cc1ccc(S(=O)(=O)NCCCCCC(=O)N(C)C)cc1,i,i,i,-8,-6,i,i,i,i,-1,i
CCCCn1nnnc1SCC(=O)N1CCCC1,i,i,i,-11,11,i,i,i,i,-3,i
Cc1nc2ccccc2n1CCN1CCOCC1,i,i,i,-1,-3,i,i,i,i,3,i
CC(C)Cc1nnc(NC(=O)CCC(=O)N2CCN(c3ccc([N+](=O)[O-])cc3)CC2)s1,i,i,i,-10,10,i,i,i,i,11,i
COC(=O)c1c(NC(=O)c2cccc(S(=O)(=O)N3CCN(C)CC3)c2)sc(C)c1C,i,i,i,-18,-13,i,i,i,i,9,i
CC1CC(C)CN(c2ccc(NS(=O)(=O)c3ccccc3)cc2C(=O)O)C1 (stereo not given),i,i,i,-4,3,i,i,i,i,-4,i
COc1cc2[nH]c(=S)nc(NCc3cccc(Cl)c3)c2cc1OC,i,i,i,-4,2,i,i,i,i,-4,i
Cc1ccc2nc(-c3ccccc3C)oc(=O)c2c1,i,i,i,-5,-2,i,i,i,i,6,i
CN(C)C(=O)c1ccc(NC(=O)CN2CCc3cc4c(cc3C2)OCCCO4)cc1,i,i,i,-7,-1,i,i,i,i,3,i
CCOc1ccc(C(=O)N(CN2CCCC2=O)c2cccc(Cl)c2)cc1,i,i,i,-17,6,i,i,i,i,-3,i
Cc1nnc(SCC(=O)Nc2ccccc2)n(N)c1=O,i,i,i,-5,-4,i,i,i,i,-1,i
O=C(c1nc2ncccn2n1)N1CCc2ccccc2C1,i,i,i,-2,-12,i,i,i,i,8,i
CCCN(CCC)C(=O)CCS(=O)(=O)c1cccc2nsnc12,i,i,i,-2,5,i,i,i,i,2,i
CSc1nc(SCC(=O)NCc2ccco2)c2c3c(sc2n1)CN(C)CC3,i,i,i,-12,1,i,i,i,i,1,i
O=C(CN1CCN(c2ccccc2O)CC1)Nc1ccc([N+](=O)[O-])cc1Br,i,i,i,-10,11,i,i,i,i,-2,i
COc1ccc2c(=O)c3ccccc3oc2c1,i,i,i,-2,0,i,i,i,i,5,i
COc1ccccc1CNS(=O)(=O)c1c(C)[nH]c(=O)[nH]c1=O,i,i,i,-10,-2,i,i,i,i,-2,i

# Following part
SMILES,RGS4 pot,KCNK3 inh,ANO1 activ,hERG protect,SKKanGAS inh,RGS4 inh,TMEM16A inh,KCNQ1 act,KCNQ1 block,HDAC3 inhib,KCNK9 inh
Cc1cccc(C(=O)N/C(=C/c2ccco2)C(=O)N2CCCCCC2)c1,i,i,i,-8,-4,i,i,i,i,8,i
NC(=O)NC(=O)CSc1nc(-c2ccccc2)c(-c2ccccc2)n1CC1CCCO1 (stereo not given),i,i,i,-12,-2,i,i,i,i,0,i
O=C(O)Cn1cc(/C=c2/sc3nc4ccccc4n3c2=O)c2ccccc21,i,i,i,-11,8,i,i,i,i,3,i
Cc1cc(NC(=O)CSc2nnc(-c3ccco3)n2Cc2ccccc2)no1,i,i,i,-13,-7,i,i,i,i,9,i
COc1cccc(CNC(=O)CSc2ccc(-c3ccccn3)nn2)c1,i,i,i,-6,-1,i,i,i,i,.,i

# Two compounds from above, reduced to RGS4 inh, hERG protect and KCNK9 inh.
SMILES	RGS4 inh	hERG protect	KCNK9 inh
Cc1nc2ccccc2n1CCN1CCOCC1	i	-1	i
CC(C)Cc1nnc(NC(=O)CCC(=O)N2CCN(c3ccc([N+](=O)[O-])cc3)CC2)s1	i	-10	i
